EBV gp42 inh = inhibitors of Epstein-Barr virus glycoprotein 42 | Fluorescence polarization binding assay, mP read-out | inhibition, % (tested at 21.74 µM) | 0.42% of 220,000 active; in the data active = inhibition above about 50%
Rad51 HR inh = Rad51 (human) homologous recombination inhibition; 0.085% of 200,000 active; inhibition, % at 10 µM; Q06609; hRad51 DNA strand exchange, fluorescence dequenching;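 active = inhibition above 40% at the single screening dose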;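 also: 0% = DMSO control wells and 100% = blanks with heterologous ssDNA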
Target sequence (Q06609 whole entry, looked up): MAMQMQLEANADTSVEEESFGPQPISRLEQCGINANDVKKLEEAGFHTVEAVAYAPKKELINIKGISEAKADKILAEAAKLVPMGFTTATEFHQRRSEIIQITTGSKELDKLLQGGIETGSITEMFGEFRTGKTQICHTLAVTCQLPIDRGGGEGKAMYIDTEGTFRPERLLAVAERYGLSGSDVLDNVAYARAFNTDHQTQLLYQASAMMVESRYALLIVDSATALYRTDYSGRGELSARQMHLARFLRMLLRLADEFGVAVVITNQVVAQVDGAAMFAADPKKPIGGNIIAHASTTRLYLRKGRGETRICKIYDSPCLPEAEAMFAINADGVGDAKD
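Material: hRad51 filaments on single-stranded DNA; Reagent: Donor/quencher-labelled 47-bp dsDNA substrate; Compound: 10 µM final, single point; Schedule: 37 °C 15-min filament assembly, 30-min compound preincubation, 15-min exchange; Technique: FRET fluorescence, excitation 485 nm, emission 520 nm; Benchmarks: control wells and blank wells on each plate.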
Furin inh = human furin inhibition; purified furin, fluorogenic substrate cleavage; inhibition, % at 30 µM; 0.061% of 220,000 active; AID 463115; in the data active = inhibition above about 25%; also: inactives centre near -15
Thrombin inh = blocks human thrombin protease activity. P00734. alpha-thrombin, Boc-VPR-AMC fluorogenic substrate cleavage. AID 1046. 0.26% of 220,000 active. inhibition, % at 5 µM;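 active = inhibition at or above 40%; inactive = inhibition below 40%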;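 also: 0% = enzyme with no compound and 100% = wells without enzyme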
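System – human alpha-thrombin protein · Reagent – Boc-VPR-AMC substrate, 15 µM final · Compound – 5 µM single dose in 0.2% DMSO · Schedule – reaction at room temperature · Technique – AMC fluorescence at 355 nm excitation and 460 nm emission · Read-out basis – % inhibition relative to enzyme controls and enzyme-free blanks · Control set – no-compound enzyme wells and no-enzyme blanks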
eIF4E 4G PPI = inhibitors of eIF4E and eIF4G interaction in translation initiation. P63073+Q04637. TR-FRET eIF4E-eIF4GI(517-606) binding, 2 h. inhibition, % at 21.7 µM. 0.37% of 220,000 active;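 also: 0% = full FRET control wells and 100% = background wells lacking eIF4GI fragment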
14-3-3 Bad PPI = disrupts binding of bovine 14-3-3 zeta to phospho-Bad peptide | P63103 | TR-FRET 14-3-3zeta/Dy647-pBad peptide displacement, 1 h | inhibition, % at 21.7 µM | 0.71% of 220,000 active;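 active = inhibition above about 70%, limit read from the data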;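 also: 0% = full 14-3-3 plus peptide FRET controls and 100% = background without 14-3-3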
Cl transport mod = KCC2 (human) Cl- transport modulation. AID 1456. KCC2 cells, thallium flux FluoZin-2 fluorescence. B-score of Tl+ flux slope (higher = more flux/activation; lower = inhibition) at 10 µM. Q9H2X9. 2.2% of 190,000 active;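 active = thallium flux slope and its plate-corrected score both differing from the plate sample mean at a set confidence after two filtering rounds, in either direction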;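 also: slope of fluorescence scaled to starting intensity during 10 to 20 s after thallium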
hK5 inh = inhibitors of human kallikrein 5. Q9Y337. recombinant hK5, fluorogenic AMC substrate cleavage. inhibition, % at 5 µM. 0.59% of 210,000 active;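 active = inhibition of 40% or more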;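 also: 0% = enzyme controls without compound and 100% = no-enzyme blanks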
Target sequence (Q9Y337 67-293 limits assumed): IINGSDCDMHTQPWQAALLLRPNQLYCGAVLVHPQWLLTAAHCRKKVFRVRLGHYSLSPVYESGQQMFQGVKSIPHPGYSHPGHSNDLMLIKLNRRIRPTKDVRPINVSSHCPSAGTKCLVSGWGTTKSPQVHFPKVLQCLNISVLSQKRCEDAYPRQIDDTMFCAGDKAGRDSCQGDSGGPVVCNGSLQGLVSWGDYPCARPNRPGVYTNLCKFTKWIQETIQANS
p47phox inh = blocks human p47phox regulatory protein of NADPH oxidases. p47phox/p22phox peptide binding, fluorescence polarization, 2 h. P14598. 0.53% of 220,000 active. AID 1274. inhibition, % at 24.7 µM;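 also: 0% = p47phox with labelled peptide and 100% = labelled peptide alone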
Target sequence (P14598 whole entry, looked up): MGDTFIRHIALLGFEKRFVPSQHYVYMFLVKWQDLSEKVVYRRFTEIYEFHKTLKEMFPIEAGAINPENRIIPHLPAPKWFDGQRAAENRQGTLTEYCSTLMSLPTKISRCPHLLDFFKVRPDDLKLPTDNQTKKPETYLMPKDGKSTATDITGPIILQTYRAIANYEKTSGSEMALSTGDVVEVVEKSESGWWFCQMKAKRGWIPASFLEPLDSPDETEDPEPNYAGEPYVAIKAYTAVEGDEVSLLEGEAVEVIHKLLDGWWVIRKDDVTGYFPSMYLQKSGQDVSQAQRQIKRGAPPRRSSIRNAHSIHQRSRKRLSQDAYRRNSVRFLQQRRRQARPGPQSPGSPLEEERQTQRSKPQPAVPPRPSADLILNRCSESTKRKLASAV
* = called active by the depositor; . = not tested or not shown; [ ] = remark or other dose.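 The calls were made as follows, unless noted: active = inhibition above about 30% (limit read from the data); inactive = the rest.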 This is a random part of the collection; about 4.7% have a hit in one of these screens.

Molecule | EBV gp42 inh | Rad51 HR inh | Furin inh | Thrombin inh | eIF4E 4G PPI | 14-3-3 Bad PPI | Cl transport mod | hK5 inh | p47phox inh
O=C(Nc1ccc2c(c1)OCO2)c1cc2ncc(Br)cn2n1 | 2.8 | -4.2 | -8.5[20 µM] | 0.0 | . | . | -0.884 | -41.8 | 3.4
CCn1nc(C)c(/C=N/NC(=O)Cn2cncn2)c1C | -15.4 | . | -17.5 | -4.1 | 2.2 | 5.0 | 0.705 | 0.6 | -11.7
Cc1c(C(=O)NCCSCc2ccc(F)cc2)cnn1-c1ccc(Cl)cc1 | 3.9 | 10.7 | -5.9 | -4.3 | -1.3 | -14.5 | -3.83* | -4.4 | -11.6
O=C(NCc1ccco1)C(NS(=O)(=O)c1cccc2nsnc12)c1ccccc1 (stereo unspecified) | -4.8 | -3.9 | -27.9 | -3.2 | 0.5 | 4.2 | . | 1.3 | -6.8
COc1ccc(NS(=O)(=O)c2cccc(C(=O)NNC(=O)NCCCl)c2)cc1 | 0.0 | 1.1 | -20.0 | -4.5 | -3.4 | -19.1 | 0.167 | 1.0 | -12.2
O=C(CCc1nnc(Cc2cccc(C(F)(F)F)c2)o1)NC1CC1 | -11.1 | -53.8 | -12.2 | -9.7 | -2.4 | -6.3 | 0.561 | 4.4 | -3.6
CCOC(=O)/C(C#N)=C/c1ccc(N2CCN(Cc3ccccc3)CC2)cc1 | 127.6* | -31.9 | -0.3 | -9.0 | -3.2 | 5.8 | 0.0164 | -5.2 | -204.7
Cc1nn(-c2ncc(C(F)(F)F)cc2Cl)c(=O)n1-c1ccc(F)cc1 | -5.0 | -10.9 | -23.2 | -3.4 | 3.2 | -5.0 | 0.0655 | -5.1 | 2.9
COC(=O)C1=C(C)Nc2nc(-c3ccccc3)nn2C1c1ccc(C)o1 (stereo unspecified) | -7.4 | 8.7 | -13.5 | -0.9 | 1.2 | 5.5 | . | -16.9 | -14.2
CCC(NC(=O)c1ccccc1NC(=O)c1ccccc1)C(=O)NNC(=O)CSc1nc2ccccc2o1 (stereo unspecified) | -13.8 | -3.1 | -0.7 | -3.7 | -3.5 | 20.1[fluorescence artefact?] | -0.426 | -32.7 | -5.5
Cc1nn(Cc2cccc(C(=O)O)c2)c(C)c1[N+](=O)[O-] | -7.1 | 14.2 | -14.6 | -5.2 | -0.8 | 5.1 | 0.449 | -1.9 | -11.9
O=C(N/N=C1\CCCc2oc(C(=O)O)cc21)c1ccccc1 | -11.0 | -3.2 | -20.0 | -0.3 | 2.0 | 1.3 | 0.163 | 2.6 | -4.7

The listing continues.
Molecule | EBV gp42 inh | Rad51 HR inh | Furin inh | Thrombin inh | eIF4E 4G PPI | 14-3-3 Bad PPI | Cl transport mod | hK5 inh | p47phox inh
COCCCNC(=O)c1ccc(CS(=O)(=O)c2ccc(OC)cc2)o1 | -4.8 | -13.0 | -14.0 | 14.7 | 2.6 | -9.7[fluorescence artefact?] | 0.522 | -9.9 | -5.8
Cc1ccc(C)c2[nH]c(=O)c(CCNC(=O)c3ccc4c(c3)OCO4)cc12 | 0.3 | 4.7 | 5.6[20 µM] | -7.8 | -12.1 | 9.2 | 0.00832 | -15.2 | 6.1
Cc1csc(NC(=O)CNS(=O)(=O)c2cccs2)n1 | -6.0 | 1.0 | -8.1 | 1.5 | 8.8 | 13.8 | . | -1.0 | -2.5
COc1ccc(C(=O)NCc2nnc(SCC(=O)N3CCc4ccccc43)n2C2CCCCC2)cc1 | -28.3 | 6.0 | -12.6 | -0.6 | -6.2[fluorescence artefact?] | 2.9 | 1.08 | -2.3 | -1.1
Cc1cc(C)cc(OCc2ccc(C(=O)NN)o2)c1 | -6.6 | 9.0 | -27.8 | -9.4 | 3.0 | 3.9 | 0.194 | -3.6 | -2.6
CC(Cc1cccs1)NC(=S)Nc1ccc(F)cc1 (stereo unspecified) | -10.6 | -1.9 | -8.2 | -8.2 | -1.5 | -9.0[fluorescence artefact?] | -3.92 | -17.5 | -4.3
Cc1ccc2nc(N3C(=O)CNC3=S)sc2c1 | -16.9 | -15.8 | -14.9 | 0.6 | -2.9 | -27.1 | . | -3.0 | -16.0
CCCCn1c(=O)c(C(=O)N/N=C/c2ccc(F)cc2)c(O)c2ccccc21 | -12.5 | -11.5 | -8.2 | 2.1 | -2.6 | -2.9 | -0.856 | 5.1 | -6.2
O=C(CNc1ccc2ccccc2c1)NNC1=NCCC1 | -9.5 | . | -9.4 | 2.3 | 1.1 | -7.1 | -0.0233 | 4.7 | -9.9
CCC(=O)N1CCc2cc(Br)cc(S(=O)(=O)CCC(=O)NCc3ccco3)c21 | -1.4 | -1.2 | -23.1[20 µM] | -3.0 | 1.4 | -0.3 | -0.151 | -42.0 | -7.7
CC(=O)c1ccc(N(C(=O)Cn2nnc3ccccc32)C(C(=O)NCc2ccccc2)c2ccccn2)cc1 (stereo unspecified) | -11.9 | -4.0 | -24.1 | -3.7 | -1.5 | -0.6 | -0.104 | -2.0 | -9.7
Cc1ccc(C(=O)N(CN2CCCC2=O)c2ccc(F)cc2)cc1C | -6.1 | 10.1 | -20.7 | -0.5 | 6.1 | -2.4 | 0.813 | -2.4 | -2.1

Carrying on:
Every second line gives: EBV gp42 inh | Rad51 HR inh | Furin inh | Thrombin inh | eIF4E 4G PPI | 14-3-3 Bad PPI | Cl transport mod | hK5 inh | p47phox inh
CC(C)(C)c1cc(NC(=O)CCl)n(-c2ccccc2)n1
    -21.4 | -85.2 | -25.9 | 2.0 | -0.9 | 2.5 | 0.222 | 4.2 | -13.9
C(=N\Nc1nc(N2CCCCCC2)nc(N2CCCCCC2)n1)/c1ccccc1
    -13.4 | 27.8 | -22.0 | 11.2 | 5.6 | -4.8 | 0.46 | -0.9 | -4.0
COc1ccc(OCCC(=O)NCCN2CCOCC2)cc1
    1.6 | -13.9 | -15.0 | -6.5 | -0.3 | 4.8 | 0.17 | -5.4 | -2.8
O=C(NCc1cccnc1)c1cc(-c2ccco2)on1
    9.3 | 2.3 | -28.3 | -1.7 | -3.5 | 5.3 | . | -0.7 | 8.4
COc1ccccc1-c1noc(CCC(=O)Nc2cccc(C(F)(F)F)c2)n1
    -10.1 | 0.2 | -12.1 | -6.3 | 0.4 | 10.4 | -0.788 | 11.1 | -9.8
O=[N+]([O-])c1ccc(C=Nc2ccc(Cl)c([N+](=O)[O-])c2)s1
    -0.3 | 1.6 | -25.4 | -5.9 | 1.9 | -6.1 | 0.335 | -3.7 | -3.6
CCC(=O)NNC(=O)CCC(=O)Nc1cccc(Cl)c1C
    -12.6 | 1.4 | -8.7 | -5.1 | 4.5 | -4.4 | 0.608 | -3.0 | -2.7
C=CCn1c(=N)c(C(=O)NCCCOC)cc2c(=O)n3ccccc3nc21
    -14.5 | 5.6 | -246.7 | -23.2 | -3.9 | -4.4 | 0.222 | -48.2 | 4.0
Brc1cccc(OCCN2CCCCC2)c1
    -12.5 | -6.9 | -5.0 | -10.4 | 4.7 | -4.1 | 0.19 | -17.9 | -4.1
Cn1cc(C(=O)NC2CCCCCCC2)c(=O)c2cc(S(=O)(=O)N3CCCC3)ccc21
    -13.2 | 2.4 | -19.2 | -1.6 | -3.4 | 6.5 | -0.169 | -0.3 | -2.2
COc1ccc(C(=O)Cn2ccsc2=NC(C)=O)cc1
    -4.6 | -16.9 | -13.5 | -5.4 | 3.7 | 7.5 | . | 9.3 | -7.3
CCOC(=O)/C=C1\SCC(=O)N1CCOc1cccc(Br)c1
    -25.8 | . | -2.0 | 2.4 | -6.7 | 5.2 | 0.0847 | -14.9 | -14.1
COc1ccc(N2C(=O)C(Cl)=C(N3CCN(Cc4ccccc4)CC3)C2=O)cc1
    5.6 | 2.5 | -13.7[20 µM] | -9.9 | 6.3 | -7.9 | -2.2 | 0.7 | -14.6
CCCCOC(=O)Nc1ccc(N(C)C)cc1
    -18.3 | -7.0 | -7.9 | 1.7 | 19.2 | -11.3 | 0.535 | -18.4 | -3.1
CCOC(=O)N1CCN(c2nc(-c3cccs3)cc(C(F)(F)F)n2)CC1
    1.6 | 6.5 | -22.5[20 µM] | 2.3 | -5.9 | -9.2 | 0.431 | 1.4 | -3.3

EBV gp42 inh: hit marks shown above.
Every second line gives: EBV gp42 inh | Rad51 HR inh | Furin inh | Thrombin inh | eIF4E 4G PPI | 14-3-3 Bad PPI | Cl transport mod | hK5 inh | p47phox inh
CCOC(=O)/C(C#N)=C/c1ccc(N2CCN(Cc3ccccc3)CC2)cc1
    127.6* | -31.9 | -0.3 | -9.0 | -3.2 | 5.8 | 0.0164 | -5.2 | -204.7

Complete entries from above:
Record of `CCn1nc(C)c(/C=N/NC(=O)Cn2cncn2)c1C` → EBV gp42 inh: -15.4; Rad51 HR inh: .; Furin inh: -17.5; Thrombin inh: -4.1; eIF4E 4G PPI: 2.2; 14-3-3 Bad PPI: 5.0; Cl transport mod: 0.705; hK5 inh: 0.6; p47phox inh: -11.7
Record of `COc1ccccc1-c1noc(CCC(=O)Nc2cccc(C(F)(F)F)c2)n1` → EBV gp42 inh: -10.1; Rad51 HR inh: 0.2; Furin inh: -12.1; Thrombin inh: -6.3; eIF4E 4G PPI: 0.4; 14-3-3 Bad PPI: 10.4; Cl transport mod: -0.788; hK5 inh: 11.1; p47phox inh: -9.8

(list continues)
Every second line gives: EBV gp42 inh | Rad51 HR inh | Furin inh | Thrombin inh | eIF4E 4G PPI | 14-3-3 Bad PPI | Cl transport mod | hK5 inh | p47phox inh
Cc1ccc(NS(=O)(=O)c2cccc(C(=O)NNC(=O)NC3CCCCC3)c2)c(C)c1
    -4.4 | 5.2 | -27.8 | -3.7 | 5.2 | 4.0 | 0.0769 | -11.1 | -1.9
CC1(C(=O)Nc2nccs2)Cc2ccccc2C(=O)O1 (stereo unspecified)
    -29.3 | 2.3 | 16.2[20 µM] | 0.2 | -4.1[fluorescence artefact?] | 9.1[fluorescence artefact?] | -0.404 | -24.2 | -3.1
CN(C)c1ccc(NC(=O)COC(=O)Cn2nnc3ccccc32)cc1
    -10.6 | -9.3 | -5.1 | -3.2 | 8.4 | -5.0[fluorescence artefact?] | 0.0104 | -7.2 | -5.5
CCc1ccc(OCC(=O)OCC(=O)c2c(N)n(C)c(=O)n(C)c2=O)cc1
    -1.9 | 12.7 | -14.1 | -10.8 | 2.6 | -5.5 | -1.03 | 0.1 | 1.9
COc1cccc(C(O)c2cnc(C(C)C)n2C)c1 (stereo unspecified)
    -5.0 | . | -23.3 | -8.3 | -2.0 | -3.5 | 0.468 | 0.2 | -3.6
CCOC(=O)C1=C(C)OC(N)=C(C#N)C1c1c(C)nn(-c2ccc(C)cc2)c1Cl (stereo unspecified)
    -19.6 | . | -4.5[20 µM] | 0.1 | 5.0 | -12.6 | -0.671 | -2.2 | -13.7
CCO[C@@H]1OC(C(=O)N2CCN(Cc3ccc4c(c3)OCO4)CC2)=C[C@H](c2csc3ccccc23)[C@H]1CCCO
    1.5 | 2.1 | -0.4 | -5.4 | 2.2 | -3.6 | -0.608 | 0.8 | .
O=C(CSc1n[nH]c(-c2ccccc2Cl)n1)NCc1cccc(C(=O)O)c1
    -6.9 | -7.6 | -14.0 | -9.4 | 1.1 | -2.6 | 0.341 | 29.9 | -3.5
CCN(c1ccccc1)c1nc2nonc2nc1NCCO
    -17.0 | . | -3.1 | -9.6 | -2.0 | -3.4 | -0.925 | -0.4 | -7.1
CCn1cc(-c2n[nH]c(=S)n2-c2ccc(C)cc2Br)c(=O)c2ccc(C)nc21
    -2.3 | 5.5 | -21.2 | 1.9 | 5.2 | 0.0 | -0.104 | -0.8 | -10.8

Screening data from PubChem BioAssay.
